FAS TE block: FAS thioesterase (human) inhibition; inhibition, % at 15 µM; recombinant FAS-TE, OMFH fluorogenic substrate, fluorescence endpoint; P49327; AID 602261; 360,000 compounds, 0.67% hits;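 active = compounds whose normalised, plate-corrected inhibition of enzyme fluorescence in the single-dose primary screen is 50% or more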;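 also: 0% = DMSO with enzyme and 100% = substrate without enzyme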
Target sequence (P49327 whole entry, looked up): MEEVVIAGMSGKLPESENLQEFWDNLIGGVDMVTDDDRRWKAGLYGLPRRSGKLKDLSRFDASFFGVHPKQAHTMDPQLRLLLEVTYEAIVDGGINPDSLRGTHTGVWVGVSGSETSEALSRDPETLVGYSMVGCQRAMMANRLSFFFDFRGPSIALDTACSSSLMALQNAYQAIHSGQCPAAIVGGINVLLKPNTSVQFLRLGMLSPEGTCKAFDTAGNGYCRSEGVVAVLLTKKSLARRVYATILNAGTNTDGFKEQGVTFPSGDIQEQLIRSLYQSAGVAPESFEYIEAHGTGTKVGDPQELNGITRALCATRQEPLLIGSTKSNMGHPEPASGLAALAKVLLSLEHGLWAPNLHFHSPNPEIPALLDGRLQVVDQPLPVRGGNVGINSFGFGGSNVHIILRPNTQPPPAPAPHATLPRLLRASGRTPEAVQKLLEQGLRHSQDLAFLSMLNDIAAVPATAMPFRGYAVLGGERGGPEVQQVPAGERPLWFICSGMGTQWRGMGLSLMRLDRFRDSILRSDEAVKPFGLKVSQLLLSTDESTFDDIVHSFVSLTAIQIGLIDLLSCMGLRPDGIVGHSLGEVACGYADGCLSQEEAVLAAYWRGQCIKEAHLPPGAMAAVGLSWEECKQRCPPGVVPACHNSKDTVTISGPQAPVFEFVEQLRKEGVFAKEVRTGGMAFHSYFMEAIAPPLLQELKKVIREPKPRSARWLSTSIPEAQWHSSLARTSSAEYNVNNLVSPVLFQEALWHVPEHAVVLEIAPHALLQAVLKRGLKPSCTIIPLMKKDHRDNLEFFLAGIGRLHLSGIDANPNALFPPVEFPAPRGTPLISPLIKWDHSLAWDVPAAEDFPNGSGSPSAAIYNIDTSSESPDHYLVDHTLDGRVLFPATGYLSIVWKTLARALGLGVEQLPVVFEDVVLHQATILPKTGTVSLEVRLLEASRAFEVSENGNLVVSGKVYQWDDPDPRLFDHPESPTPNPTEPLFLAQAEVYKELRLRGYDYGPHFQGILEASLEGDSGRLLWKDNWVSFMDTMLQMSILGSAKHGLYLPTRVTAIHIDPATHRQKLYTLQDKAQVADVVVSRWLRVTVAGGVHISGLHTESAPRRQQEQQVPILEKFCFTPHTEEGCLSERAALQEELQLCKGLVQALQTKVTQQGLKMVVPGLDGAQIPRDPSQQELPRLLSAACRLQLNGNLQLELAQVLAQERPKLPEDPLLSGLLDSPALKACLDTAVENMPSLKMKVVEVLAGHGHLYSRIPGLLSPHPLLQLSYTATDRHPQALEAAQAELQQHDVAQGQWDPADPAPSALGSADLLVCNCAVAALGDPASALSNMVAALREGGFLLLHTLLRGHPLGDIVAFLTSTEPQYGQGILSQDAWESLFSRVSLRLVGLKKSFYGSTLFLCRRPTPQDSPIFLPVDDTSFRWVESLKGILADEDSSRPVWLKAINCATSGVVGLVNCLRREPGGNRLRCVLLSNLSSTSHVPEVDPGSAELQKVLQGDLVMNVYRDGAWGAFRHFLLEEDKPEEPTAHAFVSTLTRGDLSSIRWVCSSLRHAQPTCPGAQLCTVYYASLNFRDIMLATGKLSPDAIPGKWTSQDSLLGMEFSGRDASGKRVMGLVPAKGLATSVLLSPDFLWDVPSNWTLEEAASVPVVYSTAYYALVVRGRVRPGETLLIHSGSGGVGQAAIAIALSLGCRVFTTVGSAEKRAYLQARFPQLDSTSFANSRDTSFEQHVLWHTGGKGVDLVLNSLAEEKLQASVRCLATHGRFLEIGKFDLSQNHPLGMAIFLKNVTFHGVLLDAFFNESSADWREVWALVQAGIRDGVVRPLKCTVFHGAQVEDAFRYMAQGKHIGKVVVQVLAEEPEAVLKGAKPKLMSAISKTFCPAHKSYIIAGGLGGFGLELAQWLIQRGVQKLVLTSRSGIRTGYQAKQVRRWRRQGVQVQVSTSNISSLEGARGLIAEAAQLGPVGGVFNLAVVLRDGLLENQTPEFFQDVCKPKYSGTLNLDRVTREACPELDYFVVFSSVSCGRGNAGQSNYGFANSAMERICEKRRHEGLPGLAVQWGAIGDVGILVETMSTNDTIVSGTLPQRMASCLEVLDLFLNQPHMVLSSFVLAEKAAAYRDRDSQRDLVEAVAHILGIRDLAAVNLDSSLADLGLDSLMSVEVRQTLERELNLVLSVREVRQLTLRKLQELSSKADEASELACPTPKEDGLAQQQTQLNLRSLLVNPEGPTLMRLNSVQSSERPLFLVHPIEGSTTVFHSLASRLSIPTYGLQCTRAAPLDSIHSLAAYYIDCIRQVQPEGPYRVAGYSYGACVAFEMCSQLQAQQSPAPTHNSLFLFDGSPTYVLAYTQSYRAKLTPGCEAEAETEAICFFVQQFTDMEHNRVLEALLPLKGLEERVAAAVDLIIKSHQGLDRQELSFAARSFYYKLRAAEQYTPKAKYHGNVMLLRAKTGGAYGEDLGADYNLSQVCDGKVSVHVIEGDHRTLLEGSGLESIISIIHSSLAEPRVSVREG
Rin1-Abl PPI inh: inhibitors of human Rin1-Abl protein interaction; inhibition, % at 7.35 µM; AID 588664; 360,000 compounds, 0.4% hits; TR-FRET Rin1/Abl binding, biochemical; in the data active = inhibition above about 5%, passing the limit was not always enough
MsrA inhibitor: inhibitors of bovine MsrA | AID 651718 | purified bovine MsrA, absorbance read-out | inhibition, % at 15.5 µM | 360,000 compounds, 0.75% hits; in the data active = inhibition above about 4.5%;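 also: 0% = vehicle wells with enzyme and 100% = reference inhibitor wells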
Neddyl block: inhibitors of human cullin neddylation | 360,000 compounds, 0.58% hits | calls only at 25 µM | P61081+Q13564 | TR-FRET cullin neddylation, biochemical; in the data active = inhibition above about 36%
CSN deneddyl inh: CSN deneddylation inhibition. Purified CSN, SCF-Nedd8-OG deneddylation, fluorescence polarization. 360,000 compounds, 0.38% hits. inhibition, % at 12.5 µM;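 active = pattern-corrected inhibition above about 35%, with an unprinted fluorescence ratio check between 0.5 and 1.5, limit read from the data, passing the limit was not always enough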;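 also: 0% = enzyme with substrate and 100% = substrate without enzyme; some results filed as inactive read as strong as hits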
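Assay system: HEK293T-derived human Csn5 enzyme; quantity: 0.24 nM enzyme; medium: Tris/NaCl/DTT buffer, pH 7.5; also added: substrate SCFSkp2-Nedd8OG, 10 nM; doses: 12.5 µM compound; schedule: 90 min reaction at room temperature; signal: FP; read-out: % inhibition of substrate cleavage by Csn5; benchmarks: substrate-only high control, full reaction low control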
bovine MsrA act: activates bovine MsrA enzyme; activation, % at 10.6 µM; 360,000 compounds, 0.3% hits; purified bovine MsrA, absorbance read-out; in the data active = activation above about 7.5%;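 also: 0% = vehicle and 100% = reference activator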
PABP1 MLLE inh: blocks PAM2 peptide binding to the PABP1 MLLE domain; GST-MLLE / FITC-PAM2 fluorescence polarization; inhibition, % at 20 µM; 360,000 compounds, 0.36% hits; AID 588489; in the data active = inhibition above about 35%, passing the limit was not always enough;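 also: plate controls were DMSO wells with GST-MLLE for no effect and wells lacking GST-MLLE protein for full effect; some results filed as inactive read as strong as hits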
TbMetRS inhib: blocks T. brucei methionyl-tRNA synthetase activity; 360,000 compounds, 0.4% hits; inhibition, % at 11.9 µM; purified T. brucei MetRS, ATP depletion, Kinase-Glo luminescence;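 active = inhibition above a per-plate cutoff of the control wells' mean inhibition plus 3 SD, cut at about 5.5% in these data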;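 also: 0% = DMSO wells median and 100% = median of wells with control inhibitor compound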
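Material: T. brucei methionyl-tRNA synthetase, purified; reagent: substrates ATP, L-methionine and bulk Escherichia coli tRNA; dosing: 11.9 µM single point; timing: 15 min plus 2 h at 25 °C; detection: luminescence of leftover ATP; evaluation: % inhibition; control set: DMSO-only wells as low control; replicates: singlicate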
eLon inh: E. coli protease La inhibition; P0A9M0; purified E. coli Lon protease, fluorescence polarization; inhibition, % at 7.94 µM; 360,000 compounds, 0.42% hits; in the data active = inhibition above about 13%, passing the limit was not always enough;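 also: 0% = enzyme with probe and DMSO and 100% = no enzyme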
The depositor's hits bear a star; i = inactive; . = not tested or not shown.

SMILES	FAS TE block	Rin1-Abl PPI inh	MsrA inhibitor	Neddyl block	CSN deneddyl inh	bovine MsrA act	PABP1 MLLE inh	TbMetRS inhib	eLon inh
COc1ccc(C(=O)Oc2cccc(/C=N/NC(N)=S)c2)cc1	30	1	-1.4	i	-1	-7	-34	-0.5	8
Cc1ccc(OCC(=O)Nc2ccc(S(=O)(=O)Nc3onc(C)c3C)cc2)cc1	-9	2	-0.8	i	0	-8	-3	-0.8	-1
COc1ccc(NC(=O)c2ccc(NC(=O)CN3CCN(c4ccccc4O)CC3)cc2)cc1	1	-7	-0.8	i	1	-1	-20	-0.3	0
O=C1CCCN1CCCNc1ncnc2c1[nH]c1ccccc12	-8	-3	0.9	i	3	-5	-6	37*	-9
NS(=O)(=O)c1ccc(N/C=C/C(=O)c2ccc(Br)cc2)cc1	-5	0	1.4	i	-2	-2	-4	-0.1	-17
CNc1nc(OCC#N)nc(N2CCCCC2)n1	-6	1	-0.3	i	5	-8	15	-0.8	10
C=CCn1c(-c2sc(-c3ccccc3)nc2C)n[nH]c1=S	1	-2	1.5	.	1	-5	-46	-0.6	9
CCN(CC)CCCN(C(=O)c1ccc(OC)cc1)c1nc(-c2ccc(OC)cc2)cs1	0	1	-0.1	i	4	-2	6	0.1	-15
CSc1nnc(C)c(/C=C/Nc2ccc(C)cc2)n1	-12	-3	1.3	i	28	-10	-115	0.8	-98
O=C(NCc1ccc(Cl)cc1)C1CCCN(c2ncnc3c2nc2n3CCCCC2)C1 (stereo not drawn)	9	-4	0.4	i	6	-2	-7	-0.2	-12
CCCc1ccc(C(=O)Cn2nc(C(=O)O)c3ccccc3c2=O)cc1	4	-2	0.7	i	19	0	-10	-0.4	-6
CNC(=O)c1cc(S(=O)(=O)N(C)C)ccc1Cl	-9	-2	0.7	i	5	-1	-1	-0.2	11
CC(C)C(Nc1ncnc2c1oc1ccccc12)C(=O)O (stereo not drawn)	-5	0	0.3	i	-5	-3	5	0.5	3
CSc1nc(N2CCN(C)CC2)c2c(c1C#N)CC(C)(C)OC2	-3	2	-0.8	i	1	-1	-61	-0.4	16
CSc1nc2ncncc2[nH]1	-8	1	0.0	i	2	-2	-3	0.3	-8
CCOc1ccc(-c2noc(CCCC(=O)NC3CCCCC3)n2)cc1OC	-3	1	0.0	i	6	-2	7	0.2	-3
CCOC(=O)c1ccc(NC(=O)c2ccc3c(c2)C(=O)N(Cc2cccnc2)C3=O)cc1	-10	3	-0.4	i	2	-3	15	-0.2	2
CC1c2cc3c(cc2CCN1C(=O)c1ccc(Br)cc1)OCCCO3 (stereo not drawn)	6	4	-0.4	i	3	-1	-6	-0.5	1
CC(CN(C)Cc1ccccc1)OC(=O)c1ccc(F)cc1 (stereo not drawn)	10	-3	0.2	i	0	0	-11	0.0	-4
c1ccc(C2c3[nH]c4ccccc4c3CCN2Cc2cccn2-c2cccnc2)nc1 (stereo not drawn)	-1	1	-0.2	i	-12	-1	17	0.3	2
COc1ccc(CCNC(=O)c2ccc(CS(=O)Cc3ccc(C)cc3)o2)cc1OC (stereo not drawn)	-8	0	-0.3	i	-1	-2	3	-0.4	3
COc1ccc(CNC(=O)CC(C)CC2=NS(=O)(=O)c3ccccc3N2)cc1 (stereo not drawn)	-6	1	1.2	i	-1	-2	2	1.8	-3
CC(C)(C)NC(=O)/C(=C\c1ccc(Br)cc1)NC(=O)c1cccs1	-3	-1	-0.3	i	0	-3	-4	-0.2	4
C=CCn1c(SCc2ccc(C(=O)O)cc2)nc2sc(C)c(C)c2c1=O	2	0	0.9	i	1	-2	-53	-0.5	-14
c1cncc(CNc2ncnc3sccc23)c1	-1	2	2.2	i	-1	-4	-4	0.2	4

5 entries out of the list, ordered by SMILES length, largest number first.
SMILES	FAS TE block	Rin1-Abl PPI inh	MsrA inhibitor	Neddyl block	CSN deneddyl inh	bovine MsrA act	PABP1 MLLE inh	TbMetRS inhib	eLon inh
CCN(CC)CCCN(C(=O)c1ccc(OC)cc1)c1nc(-c2ccc(OC)cc2)cs1	0	1	-0.1	i	4	-2	6	0.1	-15
COc1ccc(CNC(=O)CC(C)CC2=NS(=O)(=O)c3ccccc3N2)cc1 (stereo not drawn)	-6	1	1.2	i	-1	-2	2	1.8	-3
CC(C)(C)NC(=O)/C(=C\c1ccc(Br)cc1)NC(=O)c1cccs1	-3	-1	-0.3	i	0	-3	-4	-0.2	4
CCCc1ccc(C(=O)Cn2nc(C(=O)O)c3ccccc3c2=O)cc1	4	-2	0.7	i	19	0	-10	-0.4	-6
c1cncc(CNc2ncnc3sccc23)c1	-1	2	2.2	i	-1	-4	-4	0.2	4

The main list resumes, starting three compounds before the break.
SMILES	FAS TE block	Rin1-Abl PPI inh	MsrA inhibitor	Neddyl block	CSN deneddyl inh	bovine MsrA act	PABP1 MLLE inh	TbMetRS inhib	eLon inh
CC(C)(C)NC(=O)/C(=C\c1ccc(Br)cc1)NC(=O)c1cccs1	-3	-1	-0.3	i	0	-3	-4	-0.2	4
C=CCn1c(SCc2ccc(C(=O)O)cc2)nc2sc(C)c(C)c2c1=O	2	0	0.9	i	1	-2	-53	-0.5	-14
c1cncc(CNc2ncnc3sccc23)c1	-1	2	2.2	i	-1	-4	-4	0.2	4
Cc1ccc(NC(=O)CCNS(=O)(=O)c2ccc3[nH]c(=O)oc3c2)cc1C	-11	1	-1.3	i	0	-6	-25	-0.8	-3
Cc1ccccc1OCC(=O)OCn1nnc2ccccc2c1=O	1	-2	0.3	i	0	-3	-4	-0.9	-9
COc1ccc(C(C(=O)NCc2ccccc2)N(C(=O)c2snc(C(N)=O)c2N)c2ccccc2OC)cc1 (stereo not drawn)	16	12*	0.7	.	-2	-2	-9	-0.6	7
COC(=O)c1ccc2[nH]c3cccc(/C(=C/c4ccccc4)c4ccccc4)c3c2c1	28	2	0.6	i	2	3	-6	-0.2	-6
Cc1noc(NS(=O)(=O)c2ccc(NC(=O)CSc3nnc4c(n3)[nH]c3ccccc34)cc2)c1C	-3	2	2.2	i	2	-7	-15	1.5	2
COc1cccc(CNC(=O)CSCc2cnn(-c3ccccc3)c2-n2cccc2)c1OC	12	3	-0.6	i	-3	-2	0	0.2	1
CNC(=O)C(=O)Nc1cc2c3c(c1)CCC(=O)N3CCC2	-9	2	0.8	i	-2	-4	8	-0.6	-6
CCOCCn1c(-c2ccccc2)nc2ccccc21	-6	2	-0.8	i	-1	-2	4	-0.8	-6
COCCn1c(=O)[nH]c(=O)c2c1nc(-c1ccc(-c3ccc(Cl)cc3[N+](=O)[O-])o1)n2Cc1ccccc1	49	0	1.8	i	3	-6	5	1.3	0
Cc1nn(CCCC(=O)Nc2cnn(Cc3ccc(F)cc3)c2)c(C)c1[N+](=O)[O-]	1	-7	-0.7	i	2	-9	2	-1.1	-8
CCOC(=O)c1c(-c2ccccc2)csc1NC(=O)c1cc(-c2ccccc2OC)on1	16	0	-1.4	.	-1	-5	25	-0.2	-12
Cc1ccc(C(=O)OCC(=O)N2CCNC2=O)c(C)c1	-7	3	0.1	i	1	-13	11	-0.2	5
COCOc1ccc(/C=C2/Oc3cc(OCOC)cc(OCOC)c3C2=O)c(OCOC)c1	0	1	.	i	12	-10	-19	-0.6	-30
CCN(C(=O)CO/N=C/c1ccc(OC)cc1OC)c1c(N)n(Cc2ccccc2)c(=O)[nH]c1=O	-2	0	-0.1	i	3	-2	-3	-0.3	3
COc1ccc(OC)c(NS(=O)(=O)c2ccc3c(c2)n(C)c(=O)n3C)c1	-4	-5	1.4	i	-3	-2	-6	0.7	3
COc1ccc(NC(=O)c2cc(C)cc(C)c2)cc1S(=O)(=O)N1CCCCC1	10	1	-0.4	i	3	-2	17	0.3	-8
CCOC(=O)N/N=C/c1cc(OC)c(O)c(OC)c1	-10	0	0.4	i	-13	-9	5	-1.0	17
Cc1c([C@H]2[C@@H](CC#N)C2(C)C)c2ccccc2n1C	13	-2	0.9	i	0	0	6	0.8	5
CCOc1ccc(NC(=O)C2CCCN(S(=O)(=O)c3ccc4c(c3)CC(C)N4C(C)=O)C2)cc1 (stereo not drawn)	7	5	-0.8	i	-2	-3	15	-0.3	2
CC(=O)Nc1ccc(NC(=O)COc2ccc(S(=O)(=O)N3CCCC3)cc2)cc1	-2	0	-1.3	i	0	-2	0	0.9	-5
CCOC(=O)c1sc2ncc([N+](=O)[O-])cc2c1N	3	-7	0.4	i	-5	-4	3	-1.1	-1
CCOc1ccc(C(=O)NC2CCN(S(=O)(=O)c3ccccc3)CC2)cc1	-4	-4	-1.6	i	5	-9	-2	-1.2	-7
COc1ccc(-c2csc(NC(=O)CSc3nc(C)cs3)n2)cc1	23	-3	-0.4	i	-2	-14	14	-1.7	2
Cc1ccccc1OCCNC(=O)c1ccc2ccccc2n1	17	-1	0.0	i	3	-5	-4	-0.8	1
CCCCOC(=O)Nc1cccc(C(C)=O)c1	-4	-3	-0.7	i	-3	-11	3	-1.0	2

Continuation.
SMILES	FAS TE block	Rin1-Abl PPI inh	MsrA inhibitor	Neddyl block	CSN deneddyl inh	bovine MsrA act	PABP1 MLLE inh	TbMetRS inhib	eLon inh
COc1ccc(C(C)(C)C)cc1NC(=O)c1[nH]c(C)c(C(C)=O)c1C	24	-1	-1.0	i	4	-2	-14	-0.1	-9
Cc1ccc(C(=O)NCCSC2CCCCC2)cc1S(=O)(=O)Nc1ccccc1	30	5	-0.7	i	2	0	5	-1.4	-2
CC(C)OC(=O)CCCNc1ccc([N+](=O)[O-])cc1[N+](=O)[O-]	28	-1	2.1	i	3	-6	-4	0.7	0
CC(=O)N1CCN(C(=O)CSc2nnc(C)n2-c2ccccc2)CC1	-4	0	0.7	i	7	-2	6	-0.8	1
Cc1ccc(C2C(=O)c3ccccc3C2=O)cc1	-3	0	0.2	i	-4	-5	9	-1.1	11
CN(C)CCNC(=S)Nc1ccccc1C(C)(C)C	-10	4	0.9	i	-4	-2	14	-0.4	0
Cc1ccc(S(=O)(=O)N2C[C@@H](C)[C@]3(C2)[C@H](O)[C@H](OC(=O)NCc2ccco2)C[C@H]2C(=O)N(c4ccccc4)C(=O)[C@H]23)cc1	-4	-1	-1.8	i	-1	3	-6	0.0	-8
Cc1cc(NC(=O)c2noc3c2CCCCC3)nn1Cc1ccc(Cl)cc1	-1	-1	-0.7	.	-2	-9	-5	-1.2	-2
CCN(CC)S(=O)(=O)c1ccc(/C(O)=C2/C(=O)C(=O)N(CCOC)C2c2ccccc2)cc1 (stereo not drawn)	2	-2	0.1	i	-4	-4	5	-0.8	-1
COC(=O)CN1C(=S)N(c2ccc(F)cc2)C(=O)C1CC(=O)Nc1ccc(F)cc1 (stereo not drawn)	8	3	-0.3	i	3	-1	10	0.7	7

A few values from the list.
FAS TE block with CCCCOC(=O)Nc1cccc(C(C)=O)c1 : -4
TbMetRS inhib with COc1ccc(-c2csc(NC(=O)CSc3nc(C)cs3)n2)cc1 : -1.7
Rin1-Abl PPI inh with COc1ccc(OC)c(NS(=O)(=O)c2ccc3c(c2)n(C)c(=O)n3C)c1 : -5
TbMetRS inhib with CSc1nc2ncncc2[nH]1 : 0.3
TbMetRS inhib with COCCn1c(=O)[nH]c(=O)c2c1nc(-c1ccc(-c3ccc(Cl)cc3[N+](=O)[O-])o1)n2Cc1ccccc1 : 1.3

Bioassay records from PubChem BioAssay.
